Compound activity: PubChem BioAssay, National Center for Advancing Translational Sciences (NCATS)
UDG counter – Primary qHTS assay for inhibitors of Activation Induced Cytidine Deaminase (AID): UDG Counterscreen signal; AID 1347430, 2020; Potency, µM (top dose mostly 115 µM), without a hit: at the top dose activity change, negative = inhibition, hits mostly inhibitors; Uracil-DNA glycosylase; FRET deamination/UDG coupled assay, UDG read, 4 h; 0.14% of 91,000 active; further: nearly all actives have a fitted effect of over 65% in size
AID inhibitor – Primary qHTS assay for inhibitors of Activation Induced Cytidine Deaminase (AID): AID signal; Single-stranded DNA cytosine deaminase (Homo sapiens), Q9GZX7; AID deamination FRET fluorescence, UDG-coupled, 4 h; Potency, µM (series often up to 115 µM), for the others: at the highest dose activity change, negative = inhibition, usual class: inhibitors; 0.32% of 91,000 active; further: nearly all actives have a fitted effect of over 25% in size
Target sequence (Q9GZX7 whole entry, looked up): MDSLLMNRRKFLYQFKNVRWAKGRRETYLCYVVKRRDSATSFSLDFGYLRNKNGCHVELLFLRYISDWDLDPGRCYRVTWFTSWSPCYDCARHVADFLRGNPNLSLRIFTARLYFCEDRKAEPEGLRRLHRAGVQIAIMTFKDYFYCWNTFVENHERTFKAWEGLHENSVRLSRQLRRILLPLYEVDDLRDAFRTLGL
* = called active by the depositor; ? = inconclusive; & = joins results of further samples; [ ] = remark or other dose. The call rests on the fitted dose curve; in most records, active means well fitted curve in the direction sought with a large enough effect; inconclusive means small, poorly fitted or top-dose-only effect, or another doubt; inactive means no such curve, though single readings can be large; an effect the other way counts as inactive or inconclusive. On the % scale 0 is the no-effect control and ±100 the full control effect; potency means the concentration at half of the fitted maximal effect. This is a subset; the hit share may differ from the screen's.

SMILES	UDG counter	AID inhibitor
O=C(O)c1ccc2c(c1)N(Cc1ccc(F)cc1Cl)C(=O)c1ccccc1S2	-1%	?
COC(=O)c1cc2oc3ccccc3c2n1CC(=O)Nc1ccc(C)cc1C	0%	9%
Cc1noc(Cn2c(=O)c3cc4c(cc3n(CC(=O)Nc3ccccc3F)c2=O)OCO4)n1	11%	38%[activator]
O=C(Nc1ccc(F)cc1F)c1cc2ccc3cccnc3c2[nH]1	-4%	16%
COCCNC(=O)NC(=O)COC(=O)c1cccc2c(=O)c(C)c(-c3ccccc3)oc12	-2%	-9%
CCOc1ccc(CCNC(=O)c2ccc3nc(CC)c(CC)nc3c2)cc1	-18%	?
Cc1cccc(OCC(=O)Nc2ccc(S(=O)(=O)Nc3onc(C)c3C)cc2)c1C	-2%	56%
Cn1c(CC(=O)Nc2ccccc2)nnc1SCC(=O)NC12CC3CC(CC(C3)C1)C2	8%	-8%
CC(=O)c1cccc(NC(=O)CCn2nc(C)c(S(=O)(=O)N(C)C)c2C)c1	-5%	1%
CC(NC1CCCc2c1[nH]c1ccc(-c3ccccc3)cc21)c1ccccc1 (configuration not stated)	-14%	-7%
Cc1cc(C(=O)COC(=O)c2nccnc2N)c(C)n1C1CC1	3%	5%
Cc1cc(-c2ccc(S(=O)(=O)Nc3cccc(Cl)c3C)cc2)on1	1%[57.5 µM]	8%
CC(C)c1ccc(CCNC(=S)Nc2ccc(Cl)cc2Cl)cc1	4%	-10%
CN(/C=C/[N+](=O)[O-])c1ccccc1	3%	7%
Cc1ccc(F)cc1Nc1ncnc(N)c1[N+](=O)[O-]	-3%	-2%
Cc1n[nH]c(C)c1/C=C/C(=O)c1ccc(F)c(F)c1	-1%	-14%
NC(=O)COC(=O)c1cc(-c2ccc(-c3ccccc3)cc2)nc2ccccc12	-3%	-5%
COc1ccc(CCNS(=O)(=O)c2cc(-c3onc(C)c3C)ccc2OC)cc1OC	-3%	2%
COCC(C)NC(=O)c1ccc2c(c1)NC(=O)CCS2 (configuration not stated)	1%	-3%
O=C(CSc1nnc(-c2cnccn2)n1-c1ccccc1)Nc1ccc2c(c1)OCO2	8%	-1%
NC(=O)c1cnn(-c2ccccc2)c1NCc1ccncc1	-7%	-1%
C=C(Cl)CN1CCN(Cc2ccccn2)CC1	1%	16%
O=C(c1cc2ccccc2[nH]1)N1CCc2ccccc2C1	-5%	-15%
C#CCNC(=O)c1ccc2c(c1)NC(=O)CS2	3%	-2%
COc1ccccc1CNC(=O)CSc1ncc2c(n1)-c1cc(Cl)ccc1N(Cc1ccccc1)S2(=O)=O	2%	77%[activator]

(further entries)
SMILES	UDG counter	AID inhibitor
COc1ccc(C(CNC(=O)c2oc3cc(Br)ccc3c2C)N2CCCCC2)cc1 (configuration not stated)	1%	1%
O=C(CSc1nncn1-c1ccccc1F)Nc1ccccc1C(=O)NCCc1ccccc1	-10%	-8%
COC(=O)c1sccc1S(=O)(=O)N1CCN(c2cccc(C)c2C)CC1	-10%	-13%
CCCN(CCC)c1ccc(C=O)cc1	-1%	-2%
Cc1c(-c2ccccc2)nc2ccccc2c1C(=O)OCc1ccc(-c2ccccc2)cc1	4%	0%
CCOc1ccc(C2c3c(-c4cc(C)ccc4O)n[nH]c3C(=O)N2Cc2cccnc2)cc1OCC (configuration not stated)	10%	-6%
Cc1ccc(-n2ncc3c(N4CCCCCC4)ncnc32)cc1	-20%	-22%
O=C(CC1NCCNC1=O)Nc1ccc(F)c(Cl)c1 (configuration not stated)	2%[57.5 µM]	29%[57.5 µM]
CCOc1ccc(CNC(=O)c2cnc3sc(N4CCOCC4)nn3c2=O)cc1OC	-8%	10%
O=C(OCc1cccc(C(F)(F)F)c1)c1ccc(-c2nnn(Cc3ccc(F)cc3)n2)cc1	-8%	3%
CC(NC(=O)Cn1c(=O)oc2cc(S(=O)(=O)N3CCCCCC3)ccc21)c1ccccc1 (configuration not stated)	-2%	-8%
O=C(CCC(=O)c1cccs1)Nc1ccc(N2CCCCC2)cc1	-5%	-3%
CNC(=O)c1ccccc1NC(=O)CC1CCCC1	6%	-2%
N#C/C(=C/c1ccc(-c2ccccc2)cc1)C(N)=O	-6%	7%
CCOc1ccc(/C=C/c2nc(C#N)c(NC(C)CC)o2)cc1 (configuration not stated)	9%	-8%
CCOc1ccc(NC(=O)CCc2c(C)nn(-c3ccc(N4CCCC4)nn3)c2C)cc1	9%[57.5 µM]	11%
O=S(Cc1cccc(C(F)(F)F)c1)Cc1cccc(C(F)(F)F)c1	-10%	-7%
O=C(Cc1cccs1)NCc1ccsc1	-3%	-5%
O=C1CC(c2ccc(C(F)(F)F)cc2)c2cnn(Cc3ccc4c(c3)OCO4)c2N1 (configuration not stated)	-1%	-3%
O=C(NCc1ccco1)c1ccc2c(c1)N(Cc1ccccc1)C(=O)c1ccccc1S2	-5%	2%
O=C(/C=C/c1ccc2ccccc2n1)OCC(=O)N(/N=C/c1ccccc1)c1cccc(C(F)(F)F)c1	-12%	-2%
Cc1cc(C)c(NC(=O)c2oc3c(c2C)-c2[nH]ncc2CC3)c(C)c1	5%	46%[activator]
COc1cc(/C=C(\C#N)c2nc3ccc(C)cc3[nH]2)ccc1OC(C)C	5%	235%[activator]
CCOc1ccc(C(=O)N2CCS(=O)CC2)cc1OC	-6%	-7%
COc1ccc(CNC(=O)CSc2ncc3c(n2)-c2cc(Cl)ccc2N(Cc2ccccc2)S3(=O)=O)cc1OC	5%	35%[activator]

Continued:
SMILES	UDG counter	AID inhibitor
Fc1cccc(CSc2ccc(-c3cccs3)nn2)c1	-8%	-8%&4%
CCc1ccc(CN(C(=O)c2ccc(OC)cc2)C2CCS(=O)(=O)C2)cc1 (configuration not stated)	-11%	-24%
CN(C)c1ccc(CNC(=O)c2ccc(Cn3c(SCc4ccccc4)nc4cccnc43)cc2)cc1	2%	0%
Cc1ccc(-n2ncc3c(NC4CCCCC4)ncnc32)cc1Cl	0%&3%	-2%&-2%
COc1cccc(N2C(=O)CSC23C(=O)N(Cc2ccccc2)c2ccccc23)c1 (configuration not stated)	0%	-3%
COc1ccccc1-c1nnc(SCC2CCOCO2)n1-c1ccccc1 (configuration not stated)	-1%	-21%
COc1ccccc1-c1cc(C(=O)Nc2cc(Cl)ccc2O)no1	29%	-2%
Cc1cccc(CN2C(=O)c3ccccc3Sc3ccc(C(=O)N4CCCC4)cc32)c1	-29%	?
OCCNC(=S)Nc1cccc(F)c1	-4%	-4%
CCCCNC(=O)C(CC)Sc1nnc(-c2ccc(OC)c(OC)c2)c(-c2ccc(OC)c(OC)c2)n1 (configuration not stated)	0%	7%
O=C(COc1ccc(F)cc1)OCc1cc(=O)n2nc(C3CCCCC3)sc2n1	3%	24%
CCCc1ccc(OC(=O)c2ccc3c(c2)-c2ccccc2C3=O)cc1	-6%	0%
CC(C1CC1)N(Cc1ccccc1)S(=O)(=O)c1ccc(F)cc1F (configuration not stated)	-7%	-11%
NNC(=O)Nc1ccccc1	2%	-6%
CCCCCCCCS(=O)(=O)CCSCCO	9%	5%
Cc1ccc(CSc2nc3ccncc3n2Cc2nc(-c3ccc(Cl)cc3)oc2C)cc1	3%	-13%
CC(NC(=O)c1ccc(SC(F)F)cc1)c1ccccn1 (configuration not stated)	12%	1%
CCOC(=O)c1ccc(N2C(=O)c3[nH]nc(-c4ccccc4)c3C2c2cccs2)cc1 (configuration not stated)	-5%	?
CCC(=O)N1CCc2cc(S(=O)(=O)NCc3ccc(C)cc3)ccc21	-2%	9%
COc1ccc(-c2nc3ccccc3s2)cc1NC(=O)COc1ccccc1C	6%	17%
COc1ccc(C(=O)/C(C#N)=C\c2ccc(Cl)cc2)cc1	2%	-17%
CCOC(=O)C1=C(CNc2ccc(C)cc2)NC(=O)NC1c1ccccc1 (configuration not stated)	-16%	-13%
CC1CCC(NC(=O)c2ccc3c(c2)CCCC3)CC1 (configuration not stated)	-8%	0%
O=C(c1n[nH]c(=O)c2ccccc12)N1CCN(S(=O)(=O)c2ccc3ccccc3c2)CC1	-10%	-14%
CSc1ccccc1C(=O)Nc1ccc2c(c1)OCCCO2	0%	-2%

Next section
SMILES	UDG counter	AID inhibitor
CCNC(=O)CC1C(=O)N(c2ccc(F)cc2)C(=O)N1Cc1ccc(OC)c(OC)c1 (configuration not stated)	-13%	5%
Cc1c(-c2ccccc2)oc2c(C(=O)Nc3ccc(C(N)=O)cc3)cccc2c1=O	-4%	-8%
Cc1cccc(NC(=S)NCC2(C)CCCC3(C)c4ccc(C(C)C)cc4CCC23)c1 (configuration not stated)	-13%	-22%
O=C(NCc1cccc(Cl)c1)c1ccc(NC(=O)N2CCSc3ccccc32)cc1	-5%	-1%
CCOC(=O)c1ccc2[nH]c(CSCC(=O)Nc3ccc(CC)cc3)cc(=O)c2c1	6%	-12%
COc1ccc(/C=C2/C(=O)C(C)(C)OC2(C)C)cc1OC	2%	-8%
Cc1ccc2c3cc(-c4ccccc4)cn3ccn12	-2%	13%
CCn1cc(S(=O)(=O)c2ccccc2)c(=O)c2cc(F)c(F)cc21	2%	0%
CC(C)c1ccc(NC(=O)CSc2nc(=O)n(Cc3ccccn3)c3c2CCC3)cc1	-8%	-22%
O=C(NCCc1csc2nc(-c3ccc(F)cc3)nn12)c1ccco1	-7%	-19%
COc1ccccc1CNC(=O)c1cn(C)c2ccc(S(=O)(=O)N(C)C3CCCCC3)cc2c1=O	-4%[57.5 µM]	22%[57.5 µM]
CN(c1ccc(F)cc1)S(=O)(=O)N1CCCC(C(=O)NCc2ccccc2Cl)C1 (configuration not stated)	-7%	?
O=C(Nc1cccc(Cl)c1)c1ccc2c(c1)CCN2S(=O)(=O)c1ccccc1	0%	?
O=Cc1cn[nH]c1-c1cccnc1	12%	7%
COc1ccccc1-c1nnc(SCC(N)=O)o1	31%[activator]	8%
COc1ccccc1N1CCN(C(=O)c2cc3c(=O)n(Cc4cccnc4)ccc3nc2C)CC1	3%	1%
O=C(COCc1cc(-c2cccs2)on1)Nc1ccc(OC(F)(F)F)cc1	-8%	-24%
